LYPLA2 inh – LYPLA2 (human) inhibition in PME1 counter-screen; actives 0.38% (n = 320,000); recombinant LYPLA2, FP-Rh probe fluorescence polarization; inhibition, % at 5.9 µM; O95372;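 active = inhibition above the screen-wide mean plus 3 SD, limit set per campaign, cut at about 26% in these data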;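 note: 0% = LYPLA2 with DMSO and 100% = wells lacking LYPLA2 enzyme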
Target sequence (O95372 whole entry, looked up): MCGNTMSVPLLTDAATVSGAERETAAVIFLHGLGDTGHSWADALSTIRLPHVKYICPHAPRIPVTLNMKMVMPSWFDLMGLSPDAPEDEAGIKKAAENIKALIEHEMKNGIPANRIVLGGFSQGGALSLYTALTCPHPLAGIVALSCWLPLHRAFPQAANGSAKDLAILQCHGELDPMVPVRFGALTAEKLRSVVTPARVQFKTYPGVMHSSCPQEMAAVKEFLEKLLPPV
EBNA-1 inhibitor – blocks EBNA-1 binding to DNA. EBNA-1 DNA binding, fluorescence polarization. inhibition, % at 14.8 µM. actives 0.34% (n = 300,000). AID 1950; in the data active = inhibition above about 28%
LYPLA1 inh – counter-screen for PME1 inhibitors: inhibitors of human LYPLA1. O75608. recombinant LYPLA1, FP-Rh probe fluorescence polarization. inhibition, % at 5.9 µM. actives 0.16% (n = 320,000);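 active = inhibition above the mean of all tested compounds plus 3 SD, set per campaign, cut at about 14% in these data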;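 note: inhibitors block serine hydrolase probe labeling of LYPLA1 so polarization falls; 0% = enzyme with DMSO and 100% = wells lacking LYPLA1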
Target sequence (O75608 whole entry, looked up): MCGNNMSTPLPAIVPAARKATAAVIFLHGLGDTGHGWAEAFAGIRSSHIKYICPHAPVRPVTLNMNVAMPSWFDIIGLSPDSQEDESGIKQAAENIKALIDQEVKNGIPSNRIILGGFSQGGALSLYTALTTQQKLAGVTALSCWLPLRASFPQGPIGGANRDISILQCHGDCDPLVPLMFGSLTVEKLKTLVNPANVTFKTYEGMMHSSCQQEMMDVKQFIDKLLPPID
PAD4 FP inh – blocks human protein arginine deiminase 4; actives 0.41% (n = 330,000); recombinant PAD4, RCA probe fluorescence polarization; Q9UM07; inhibition, % at 6.36 µM;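 active = percent inhibition above a cutoff equal to the mean of all tested compounds plus 3 SD, cut at about 15% in these data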;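 note: 0% = PAD4 with RCA probe and DMSO and 100% = probe without PAD4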
ZTA DNA inh – counter-screen for EBNA-1 inhibitors: inhibitors of Epstein-Barr virus ZTA | P03206 | ZTA-DNA binding, fluorescence polarization | inhibition, % at 11 µM | actives 0.15% (n = 320,000); in the data active = inhibition above about 33%
Target sequence (P03206 whole entry, looked up): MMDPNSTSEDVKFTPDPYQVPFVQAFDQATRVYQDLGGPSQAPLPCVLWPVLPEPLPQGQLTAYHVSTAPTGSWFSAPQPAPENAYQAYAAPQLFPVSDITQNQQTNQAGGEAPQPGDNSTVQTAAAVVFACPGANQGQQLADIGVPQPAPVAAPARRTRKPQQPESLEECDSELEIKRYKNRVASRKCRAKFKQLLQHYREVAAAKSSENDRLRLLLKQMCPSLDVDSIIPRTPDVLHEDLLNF
PAFAH1B3 FP inh – blocks human PAF acetylhydrolase 1B catalytic subunit 3 | Q15102 | recombinant PAFAH1B3, FP-rhodamine probe, fluorescence polarization | inhibition, % at 3.39 µM | actives 0.28% (n = 340,000);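 active = inhibition above the screen-wide average of all tested compounds plus 3 SD, cut at about 25% in these data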;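 note: 0% = enzyme with DMSO only and 100% = wells lacking PAFAH1B3 protein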
Target sequence (Q15102 whole entry, looked up): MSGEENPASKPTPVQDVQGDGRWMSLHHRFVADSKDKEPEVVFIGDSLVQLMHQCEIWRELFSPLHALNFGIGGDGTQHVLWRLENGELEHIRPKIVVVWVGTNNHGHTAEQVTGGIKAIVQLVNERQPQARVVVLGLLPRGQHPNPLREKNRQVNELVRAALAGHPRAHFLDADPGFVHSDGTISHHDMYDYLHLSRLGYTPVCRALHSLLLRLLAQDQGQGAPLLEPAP
PREPL inh – inhibitors of human prolyl oligopeptidase-like enzyme PREPL; Q4J6C6; recombinant PREPL, fluorescence polarization activity-based probe; inhibition, % at 5.96 µM; actives 0.68% (n = 320,000); AID 2751; in the data active = inhibition above about 43%;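 note: 0% = enzyme with DMSO and 100% = wells lacking enzyme; many of its hits are not listed in these tables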
GSTO1 inh – counter-screen for RBBP9 inhibitors: inhibitors of human GSTO1; inhibition, % at 5.96 µM; recombinant GSTO1, activity-based probe fluorescence polarization; actives 1.1% (n = 300,000); P78417;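 active = inhibition above the campaign mean inhibition plus 3 SD, cut at about 35% in these data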;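 note: 0% = GSTO1-1 with DMSO and 100% = wells lacking GSTO1-1 enzyme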
PAFAH2 inh – PAFAH2 (human) inhibition; Q99487; recombinant PAFAH2, FP-rhodamine activity probe, fluorescence polarization; inhibition, % at 3.39 µM; actives 0.99% (n = 340,000); AID 492956;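 active = inhibition above the mean over all tested compounds plus 3 SD, cut at about 30% in these data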;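 note: inhibitors block probe labeling of enzyme so polarization drops; 0% = enzyme with DMSO and 100% = wells lacking PAFAH2 protein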
An asterisk follows results filed as active; / = not tested or not shown. The list is partial, so the mix of outcomes need not match the whole.

SMILES	LYPLA2 inh	EBNA-1 inhibitor	LYPLA1 inh	PAD4 FP inh	ZTA DNA inh	PAFAH1B3 FP inh	PREPL inh	GSTO1 inh	PAFAH2 inh
COC(=O)c1[nH]c2c(c1C)C(=O)CC(c1ccc(OC)c(OC)c1)C2 (configuration not stated)	4	0	-4	1	-8	5	25	7	-3
O=C(Cc1ccccc1)NC(NC(=S)Nc1cc(Cl)ccc1Cl)C(Cl)(Cl)Cl (configuration not stated)	-44	8	-23	-3	-10	-104	0	-35	-118
Cc1ccc(-n2c(C)cc(/C=N/NC(N)=S)c2C)cc1	-3	7	-1	-8	-7	10	26	1	1
Cc1cc(=O)[nH]c2c1c(C)nn2C(C)(C)C	-7	-3	0	3	-3	7	-1	-2	6
CCOC(=O)N1CCN(C(=O)c2ccc3c(=O)n(-c4cc(OC)ccc4OC)c(=S)[nH]c3c2)CC1	-1	-2	-4	-2	-4	6	-4	14	1
O=S(=O)(c1ccc(Cl)cc1)N1CCN(c2ccc(N3CCOCC3)nn2)CC1	1	11	-1	-5	1	-2	3	8	-5
COc1ccc(Nc2ncccc2C(=O)O)cc1	4	4	2	3	-3	8	15	6	5
COc1ccc(C2C(C(=O)NCCN(C)C)c3cc(OC)c(OC)cc3C(=O)N2C)cc1OC (configuration not stated)	2	14	0	-2	17	4	-1	8	6
Cc1ccc(NC(=O)COC(=O)c2ccccc2-c2nc3ccccc3s2)c(C)c1	0	-22	-2	-5	1	8	-4	-2	6
CCOC(=O)c1cn(-c2ccccc2)nc1-c1cccnc1	7	-8	-2	-7	-12	2	16	-1	-17
CCOC(=O)CSc1nc2cc(C(=O)NCc3ccco3)ccc2c(=O)n1C1CCCCC1	0	-12	-2	1	-10	0	-10	-6	-7
COc1ccc(Cl)cc1Nc1nc(C)cc(=O)[nH]1	-16	-12	-3	1	-3	-4	9	-3	-3
COC(=O)c1cc(=O)n(Cc2ccccc2)c(=NCc2ccccc2)s1	1	-3	1	-5	6	/	4	1	/
CCN(CC)C(=O)C1CCN(c2ncnc3c2cnn3-c2ccc(C)cc2C)CC1	10	7	-2	-3	5	10	10	5	-6
CCN(C(=O)COn1nnc2ccc(S(=O)(=O)N(C)C)cc21)C1CCS(=O)(=O)C1 (configuration not stated)	-4	/	1	1	-8	2	3	/	-2
C=CCC1(CC=C)CCCN1C(=O)C1CCC(=O)N(CCc2ccc(Cl)cc2)C1 (configuration not stated)	-3	5	1	-5	-2	6	7	-4	2
Cc1ccc(OCC(=O)NCCS(=O)(=O)N2CCN(c3ccccc3)CC2)cc1	0	7	4	-3	0	-1	-10	8	-2
CC1CCCC(NC(=O)COC(=O)c2ccc3c(c2)OCCO3)C1C (configuration not stated)	/	/	/	-3	/	8	5	/	84*
NC(=O)c1c(NC(=O)CSc2nc(N)cc(=O)[nH]2)sc2c1CCCC2	0	2	-5	0	3	5	10	-6	5
CC(C)n1c(O)c(N=NC(=O)c2ccccc2NS(=O)(=O)c2cccs2)c2ccccc21	6	4	4	-2	18	3	7	-86	29
Cc1ccc(S(=O)(=O)NCCCCCC(=O)Nc2nccs2)cc1	-1	-8	-1	3	-11	-2	12	14	-2
OC1(c2ccc(F)cc2)CCN(Cc2ccccc2)C1 (configuration not stated)	-1	2	-1	4	-9	2	-5	-1	-4
CCc1nc2ccc(Cc3ccc4nc(CC)[nH]c4c3)cc2[nH]1	-6	0	-5	2	8	12	9	-5	1
Cc1nnc(NC(=O)c2ccc(S(=O)(=O)N3CCCCCC3)cc2)o1	3	3	-4	-3	16	2	3	2	8
CC1OC(OC2C(Oc3c(-c4ccc(O)cc4)oc4cc(O)cc(O)c4c3=O)OC(COC3O[C@@H](C)[C@H](O)[C@@H](O)C3O)C(O)C2O)C(O)C(O)C1O (some centres not stated)	6	1	1	5	-7	-1	7	-1	5
CCCCOc1ccc(C(=O)NCC(=O)NCC(c2ccc(OC)cc2)N2CCOCC2)cc1 (configuration not stated)	5	/	-4	2	-3	6	11	/	9
COc1ccc(OCC(O)CNS(=O)(=O)c2ccc(NC(C)=O)cc2)cc1 (configuration not stated)	2	-3	0	-2	-1	3	0	0	-2
O=C(O)/C=C/C(=O)NCCC1=CCCCC1	5	11	1	1	8	11	-8	-2	7
CNC(=O)CSc1nc2sccc2c(=O)n1-c1ccccc1	-1	2	-1	-2	10	0	7	4	12
CCCOC(=O)Nc1ccc(S(=O)(=O)Nc2ncccn2)cc1	1	-5	2	-1	10	1	2	-11	0
COC(=O)[C@]1(C)N[C@H](c2ccc(SC3CCCCC3)cc2)[C@@H]2C(=O)N(C)C(=O)[C@@H]21	4	5	-1	-1	16	-2	10	-1	9
CCC1CCCCN1CCCNC(=O)c1cc2c(Cl)nc3ccccc3c2s1 (configuration not stated)	-1	-9	-6	-2	-6	9	9	-8	-3
CC(=O)Oc1ccc2c(c1)O/C(=C\c1ccncc1)C2=O	-2	-5	-1	0	-1	3	6	4	-7
NC(=O)COC(=O)CN1C(=O)C2CCCCC2C1=O (configuration not stated)	6	1	-5	-1	-5	5	0	1	4
CCCOc1ncnc2c1[nH]c1ccc(OC)cc12	2	3	2	4	-8	-2	4	-3	9
O=C(CN1CCOCC1)Nc1cccc(C(=O)Nc2cccc(C(F)(F)F)c2)c1	0	-3	-1	-5	3	-7	8	-1	-7

PAFAH2 inh: what is marked active above.
| Molecule | EBNA-1 inhibitor | PAD4 FP inh | PAFAH1B3 FP inh | PREPL inh | PAFAH2 inh |
| --- | --- | --- | --- | --- | --- |
| CC1CCCC(NC(=O)COC(=O)c2ccc3c(c2)OCCO3)C1C (configuration not stated) | / | -3 | 8 | 5 | 84* |

More entries.
SMILES	LYPLA2 inh	EBNA-1 inhibitor	LYPLA1 inh	PAD4 FP inh	ZTA DNA inh	PAFAH1B3 FP inh	PREPL inh	GSTO1 inh	PAFAH2 inh
CCc1ccccc1N1C(=O)CN(Cc2cc(OC)c(OC)c(OC)c2)C1=S	13	2	-1	-3	-5	13	3	1	-5
COc1ccc(S(=O)(=O)N2CCCCCC2)cc1NC(=O)CCCOc1ccccc1	-3	/	-3	-2	-6	1	15	/	5
Cc1cc(NC(=O)c2cc(-c3cccc(OCC(C)C)c3)nc3ccccc23)no1	-20	1	-8	4	-2	-4	0	-1	-12
CCN(C(=O)COC(=O)CC1CCCCC1)c1c(N)n(Cc2ccccc2)c(=O)[nH]c1=O	1	/	1	4	-5	1	1	/	7
CN(C)CC(C)(C)CNC(=O)C1CCN(CCCc2ccccc2)CC1	1	2	-1	-3	-6	9	13	-3	0
NC(=O)c1cc([N+](=O)[O-])ccc1NCC1CCCCC1	43*	3	25*	-3	3	-5	-5	-4	-5
O=C(CN1C(=O)C2C3CCC(C3)C2C1=O)OCC(=O)c1ccc(Br)cc1 (configuration not stated)	2	4	-1	-1	7	-4	2	1	5
CCC(=O)N(CCC1(C(C)C)CCOC(C)(C)C1)Cc1ccco1 (configuration not stated)	-3	9	-3	4	-3	1	6	-2	-4
CC1CCN(C2=NC(=O)/C(=C/c3ccccc3F)S2)CC1	1	10	-3	-4	-9	5	8	-4	-2
O=C(Nc1ccc(-c2cn3ccccc3n2)cc1)c1ccc(Cl)cc1	-2	9	3	1	16	-1	-13	1	-5
O=C(NC1CCCCC1)N1CCCC(CNS(=O)(=O)Cc2ccccc2)C1 (configuration not stated)	10	-1	10	-3	-20	10	15	0	2
O=C(COC(=O)Cc1ccccc1[N+](=O)[O-])NCC1CCCCC1	4	-6	1	1	-6	-3	-9	11	-4
COc1ccccc1NC(=O)N1CCC(C(=O)c2ccc(F)cc2)CC1	1	1	-4	1	7	4	3	4	10
CN(CCCC(=O)Nc1ccc(Br)cc1F)S(=O)(=O)c1ccccc1	0	-7	-2	5	-7	5	-10	-5	5
CC(=O)Nc1ccccc1NC(=O)C/C(C)=N/NC(=O)C(=O)N1CCCCC1	-3	0	-2	-11	0	5	3	-3	10
COc1ccc(C(=O)NN/C(=N/S(=O)(=O)c2ccc(C)cc2)c2ccccc2)cc1	1	2	-3	2	-2	7	12	-4	6
COC(=O)Cc1csc(NCc2ccccc2)n1	4	-5	3	1	-7	-1	-2	-9	-5
Cc1[nH]nc2c1/C(=N\O)CCC2	-7	9	1	0	7	0	-8	1	1
CCOc1ccc(C(=O)COC(=O)c2nc3nccc(C)n3n2)cc1	5	/	-4	-2	-2	4	6	/	7
Cc1sc2nc(CSCC(=O)Nc3c(F)cccc3F)[nH]c(=O)c2c1C	-5	11	0	-3	13	6	-8	2	0
C(=N\Nc1nc(N2CCOCC2)nc(N2CCOCC2)n1)/c1ccco1	2	2	1	-2	-5	/	4	-3	/
CCOC(=O)N1CCC(NC(=O)CC2C(=O)NCCN2Cc2cccc(F)c2F)CC1 (configuration not stated)	0	7	-2	-2	0	7	4	1	-4
COc1ccc(CN(C)C(=O)c2[nH]c(C)c(C(C)=O)c2C)cc1F	-7	-11	-10	-3	-3	1	-6	-5	4
COc1cc(NC(=S)NC2CC(C)(C)NC(C)(C)C2)cc(OC)c1	0	8	4	1	5	3	9	8	18
CCOc1ccc(C(=O)C(C)OC(=O)c2nc(Cl)ccc2Cl)cc1 (configuration not stated)	3	-6	3	-1	-3	-1	5	0	1
COC(=O)c1cn(C(=O)c2ccccc2Cl)c2ccccc12	0	15	-1	-8	19	6	5	3	4
CCOc1ccc(S(=O)(=O)/N=C(/Nc2ccc(OC)cc2)c2ccccc2)cc1	-3	7	-6	-5	-4	8	-1	2	52*
N#Cc1ccc(Oc2ccc(S(=O)(=O)N3CCCCC3)cn2)cc1	-5	-13	1	-5	5	6	13	-1	-2
O=C(N[C@H]1CCCCNC1=O)c1cc(COc2ccc(F)cc2F)on1	9	-2	7	-3	4	8	8	4	1
COC(=O)C1SCC2C(=O)N(Cc3ccc(Cl)cc3)CC(=O)N21 (configuration not stated)	-3	0	2	-1	-8	6	-12	-3	5
CCN(CC)c1ccc(/C=N/Nc2nc(C)cc(=O)[nH]2)cc1	5	-10	0	-4	-9	2	19	3	4
O=C(COc1ccc(-c2ccccc2)cc1)N/N=C/c1ccccc1Br	-43	8	-30	-2	-4	12	-16	7	-54
C=CCn1c(SCC(=O)NCc2ccco2)nc2sc(C)c(C)c2c1=O	5	42*	1	-2	-13	10	10	5	6
O=C(NC1CCCCC1)C(c1ccccc1)N(C(=O)c1csnn1)C1CCCC1 (configuration not stated)	3	7	-2	-2	12	0	4	5	-21
CCOc1cccc2sc(N(CCCN(C)C)C(=O)c3ccc(S(=O)(=O)N4CCc5ccccc5C4)cc3)nc12	8	15	-2	3	-19	-4	5	4	-3
COc1ccc(C)cc1N(C(=O)c1snc(C(N)=O)c1N)C(C(=O)NC1CCCC1)c1ccc(F)cc1 (configuration not stated)	-15	-18	-5	-3	-7	5	-3	-2	13
CCCn1cc(SCC(=O)NCc2ccco2)c2ccccc21	6	3	2	7	-19	3	12	4	-6
COc1ccc(NC(=O)c2cccs2)cn1	3	-9	3	1	-10	5	-9	5	-3
Cc1cc(C)cc(OCC(=O)NN2Cc3ccccc3C2=N)c1	7	-8	1	1	-19	5	12	7	0
COC(=O)c1ccc(NC(=O)CN2C(=O)CCC2=O)cc1	5	-3	4	-4	-34	9	20	-4	-8
COc1ccc(CNC(=O)C(C)N2CCN(S(=O)(=O)c3ccccc3F)CC2)cc1 (configuration not stated)	2	/	2	0	7	4	1	/	4

Screens as filed in PubChem BioAssay.
